Tat transport = E. coli Tat export inhibitors, primary screen, MC4100, TorA-mCherry reporter, fluorescence, single point. inhibition, % at 10 µM. 340,000 tested, 0.036% active. AID 488895, 2010;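 active = mean replicate inhibition at least 50% and at least half of replicates individually reaching 50%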;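 note: exported cargo escapes ClpAP degradation while cytoplasmic cargo is degraded and loses fluorescence; 0% = median of neutral control wells and 100% = median of NaSCN control wells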
E coli growth = E. coli V3065 growth inhibition, primary screen, counter-screen for AddAB inhibitor project, absorbance, OD600; inhibition, % at 11.9 µM; AID 449728, 2010; 18 h; 330,000 tested, 0.27% active;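 active = inhibition above the campaign's mean inhibition across all tested compounds plus 3 SD, cut at about 9.9% in these data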;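 note: uninfected addAB+ strain grown without phage in ampicillin broth; 0% = DMSO wells and 100% = ciprofloxacin 0.95 µg/ml wells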
HTR5A inv ctr = HTR5A inverse agonists in luminescence cell assay, primary screen, counter-screen for OPRM1-OPRD1 heterodimer inverse agonist project, full-deck HTS | HTR5A cell line, inverse agonism | inhibition, % at 9.3 µM | 340,000 tested, 0.083% active | AID 504634, 2011; in the data active = inhibition mostly above about 23%, no sharp cut-off; inactive = mostly below about 18%;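 note: 0% = cells with DMSO and 100% = no-cell wells with DMSO; some compounds called inactive have numbers as strong as hits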
PfHsp90 set2 = growth inhibition of PfHsp90-expressing yeast, primary screen, antimalarial PfHsp90 inhibitor project, S. cerevisiae, BacTiter-Glo luminescence, single point, set 2; BacTiter-Glo ATP, 48 h; yeast lacking PDR1 and PDR3 efflux regulators; AID 504621, 2011; 310,000 tested, 0.32% active; inhibition, % at 9.4 µM;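 active = every replicate shows inhibition above about 80%, whatever the replicate mean, limit read from the data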;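 note: 0% = DMSO neutral controls and 100% = 20 µM radicicol positive controls; yeast relying on Plasmodium falciparum Hsp90 in place of its own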
Mot1-301 SUMO = yeast Mot1-301 growth rescue at high temperature, primary screen, SUMOylation pathway inhibitor project, S. cerevisiae, ATP luminescence, 38.5C; 320,000 tested, 1% active; S. cerevisiae Mot1-301 growth rescue; percent above DMSO median, 100 means doubled; growth rescue, % at 18.8 µM;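 active = every valid replicate shows activation above 250% relative to neutral control wells; inactive = the rest, any valid replicate at or below 250%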;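 note: OY570 slx delta 5 strain wells were the positive control but not used for scaling; some compounds called inactive have numbers as strong as hits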
phage Ecoli inh = growth loss of phage-infected E. coli, primary screen, RecBCD inhibitor project, absorbance, with phage, HTS | 360,000 tested, 0.26% active | inhibition, % at 11.9 µM; in the data active = inhibition above about 11%
MOR-DOR inv ag = inverse agonists of MOR-DOR heterodimerization, primary screen, cell-based, luminescence. Mu-type opioid receptor (Homo sapiens) + Delta-type opioid receptor (Homo sapiens), …. 340,000 tested, 0.21% active. cell-based MOR-DOR heterodimer luminescence, inverse agonism. inhibition, % at 9.3 µM; in the data active = inhibition above about 22%, passing the limit was not always enough;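 note: 0% = cells with DMSO and 100% = wells without cells with DMSO; values of inactives mirror those of a sister screen read the other way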
Target sequence (P35372 whole entry, looked up): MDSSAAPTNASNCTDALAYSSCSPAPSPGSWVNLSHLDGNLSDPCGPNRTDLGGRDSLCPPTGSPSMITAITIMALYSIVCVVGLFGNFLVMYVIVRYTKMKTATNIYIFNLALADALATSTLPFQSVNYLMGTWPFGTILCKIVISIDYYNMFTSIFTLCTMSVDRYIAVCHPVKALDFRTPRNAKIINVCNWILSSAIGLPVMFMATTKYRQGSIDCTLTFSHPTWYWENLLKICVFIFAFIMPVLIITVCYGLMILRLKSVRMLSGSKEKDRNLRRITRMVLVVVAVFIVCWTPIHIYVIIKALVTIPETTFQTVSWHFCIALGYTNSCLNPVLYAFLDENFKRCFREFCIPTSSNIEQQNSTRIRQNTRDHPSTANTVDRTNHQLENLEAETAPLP
Target sequence (P41143 whole entry, looked up): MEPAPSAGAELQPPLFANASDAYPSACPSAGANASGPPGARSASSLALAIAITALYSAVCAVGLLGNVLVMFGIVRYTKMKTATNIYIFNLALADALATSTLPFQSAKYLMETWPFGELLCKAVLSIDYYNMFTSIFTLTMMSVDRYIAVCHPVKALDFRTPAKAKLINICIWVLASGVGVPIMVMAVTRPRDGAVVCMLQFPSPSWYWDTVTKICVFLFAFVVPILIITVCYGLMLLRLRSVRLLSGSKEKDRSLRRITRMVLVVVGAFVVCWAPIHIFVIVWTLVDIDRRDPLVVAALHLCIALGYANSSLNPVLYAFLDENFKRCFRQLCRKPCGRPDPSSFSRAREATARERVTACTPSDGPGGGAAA
PKA-R1A act = activators of PKA-R1A holoenzyme, primary screen, biochemical, fluorescence polarization, Cy5-IP20, bovine R1A, mouse PKAc; cAMP-dependent protein kinase type I-alpha regulatory subunit (Bos taurus) + …; PKA-R1A dissociation; scaled: DMSO 0%, 113 µM cGMP 100%; activation, % at 11.4 µM; 340,000 tested, 0.083% active;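 active = percent activation above the mean of all tested compounds plus 3 SD, cut at about 19% in these data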;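 note: higher means more PKAc released from R1A so a rise in polarization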
OPRM1-OPRD1 ag = agonists of OPRM1-OPRD1 heterodimerization, primary screen, cell-based, luminescence; Mu-type opioid receptor (Homo sapiens) + Delta-type opioid receptor (Homo sapiens), …; cells; activation, % at 9.3 µM; 340,000 tested, 0.3% active; AID 504326, 2011; in the data active = activation above about 18%;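 note: 0% = vehicle-treated cells and 100% = reference agonist; values of inactives mirror those of a sister screen read the other way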
PKA-R2B activ = activators of PKA-R2B holoenzyme, primary screen, biochemical, fluorescence polarization, Cy5-IP20, human; PKA-R2B holoenzyme dissociation; R2B truncated from residue 108, S112A mutant; 0% DMSO only, 100% 113 µM cGMP; activation, % at 11.4 µM; AID 504700, 2011; 340,000 tested, 0.079% active;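 active = activation above a cutoff set at the mean over all compounds plus 3 SD, cut at about 18% in these data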;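 note: higher means more holoenzyme dissociation and a rise in polarization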
AddAB inh = growth inhibition of E. coli expressing H. pylori AddAB, primary screen, AddAB inhibitor project, absorbance. 330,000 tested, 0.29% active. inhibition, % at 11.9 µM; in the data active = inhibition above about 12%;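 note: 0% = vehicle wells of infected cells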
Active calls of the source: *; . = not tested or not shown.

SMILES	Tat transport	E coli growth	HTR5A inv ctr	PfHsp90 set2	Mot1-301 SUMO	phage Ecoli inh	MOR-DOR inv ag	PKA-R1A act	OPRM1-OPRD1 ag	PKA-R2B activ	AddAB inh
CN(Cc1ccon1)C(=O)CC1C(=O)NCCN1Cc1ccc(Cl)c(F)c1 (stereo not given)	-3	-0.1	-3	-4	-12	1.9	12	-6	-1.8	-4	1.6
COc1ccc(/C=C/C(=O)Oc2cccc(/C=N/NC(=O)COc3c(C)cccc3C)c2)cc1	4	1.2	15	3	6	2.2	12	7	-2.2	2	1.9
O=C(CN1CCN(S(=O)(=O)c2ccc(Br)cc2)CC1)Nc1ccc(F)cc1F	4	2.3	-5	-17	0	3.0	11	-6	-2.2	7	1.8
O=S(=O)(NCc1ccccc1)c1ccc(-c2cnc(C3CC3)o2)cc1	-3	2.1	-3	8	-14	2.7	6	-10	-1.2	-1	4.0
Cc1cccc(OCCn2c(=O)n(C)c3ccccc32)c1	-3	-1.5	-28	16	44	0.7	4	-5	-0.7	0	0.7
COc1ccc(N2CCN(C(=O)c3cccnc3SCc3cccc(Br)c3)CC2)cc1	11	-0.6	29	3	-9	0.9	-12	-12	2.8	1	4.1
Cc1ccc(NC(=O)CSc2nc(N)c3cc4c(nc3n2)CCCC4)cc1	-3	-0.5	-22	-29	33	3.6	-156	-2	29*	15	-1.5
COc1ccc(OCCOc2ccc(/C=C3\C(=N)N4N=C(C)SC4=NC3=O)cc2)cc1	-12	-0.9	-2	4	-13	4.1	10	-1	-2.5	-8	-0.8
O=C(CCn1cncn1)N1CCCC(N2CCN(c3ccc(F)cc3)CC2)C1 (stereo not given)	-6	-2.0	10	4	-14	1.3	17	-8	-3.2	1	-1.6
CCOC(=O)c1c(-c2ccccc2)oc2ccc(OCC(=O)O)cc12	-3	-0.2	-8	11	146	1.8	11	-7	-2.1	-3	1.5
Cc1c(NC(=O)C2CCN(S(=O)(=O)c3cccs3)CC2)c(=O)n(-c2ccccc2)n1C	-5	-0.7	4	-15	-6	1.2	12	9	-2.3	3	-1.7
Cc1ccc(CN(C)C(=O)c2ccc(S(=O)(=O)N3CCCCCC3)cc2)o1	5	.	-1	13	.	2.9	5	-12	-0.9	-3	.
CCN(CC(=O)Nc1c(F)cccc1F)C(=O)c1cccc(-n2cccc2)c1	3	-0.8	12	.	-11	1.3	13	-14	-2.5	-3	1.2
BrC(=C\c1ccccc1)/C=N/Nc1nc(N2CCOCC2)nc(N2CCOCC2)n1	23	-1.8	4	6	-25	3.7	10	2	-1.9	-13	2.2
O=C(COC(=O)c1cccnc1SCC(=O)NCc1ccccc1)NCc1ccccc1	-7	0.0	-8	7	65	2.2	12	2	-2.0	4	0.1
Cn1nccc1CNC(=O)c1ccnn1C	3	0.9	2	8	-15	3.2	12	2	-2.7	0	5.0
COc1ccc(-c2nc(C)c(C(C)=O)n2O)cc1OC	-8	2.7	0	4	71	1.4	-3	-10	0.6	-2	2.0
CCOP(=O)(OCC)C(Nc1ccccc1)c1ccco1 (stereo not given)	-12	1.3	11	7	-13	-0.1	14	-1	-2.8	-4	3.2
Cc1ncccc1C(=O)N1CCCC(CNC(=O)C2(c3ccc(Cl)cc3)CC2)C1 (stereo not given)	5	0.1	7	10	4	2.3	-5	-5	0.9	2	0.8
CCCNc1nc(Cl)nc(NC(C)(C)C)n1	-1	0.5	2	9	0	0.9	0	3	0.0	9	0.4
Cc1cccc(NC(=O)Cn2c(=O)n(Cc3ccco3)c(=N)c3c4c(sc32)COC(C)(C)C4)c1	-4	0.0	-12	-3	6	-0.8	-1	-5	0.2	5	2.5
CC(=O)NCC(=O)OCN1C(=O)c2ccccc2C1=O	7	2.7	13	5	13	0.8	4	-4	-0.9	6	3.7
COc1cc(/C=C2/NC(=O)NC2=O)cc(Br)c1OCc1ccccc1	10	-2.1	20	22	-18	2.5	-5	-5	1.0	-2	1.7
Cc1cc(C)nc(N(C#N)Cc2cccc(Cl)c2)n1	-3	-0.4	-7	-7	5	2.9	12	3	-2.3	-14	2.7
O=C(N/N=C/c1cc([N+](=O)[O-])ccc1Cl)c1cnccn1	1	1.0	1	9	-3	2.2	4	0	-0.8	8	-0.2

Brought forward from above: 2 compounds, then new ones.
SMILES	Tat transport	E coli growth	HTR5A inv ctr	PfHsp90 set2	Mot1-301 SUMO	phage Ecoli inh	MOR-DOR inv ag	PKA-R1A act	OPRM1-OPRD1 ag	PKA-R2B activ	AddAB inh
Cc1cc(C)nc(N(C#N)Cc2cccc(Cl)c2)n1	-3	-0.4	-7	-7	5	2.9	12	3	-2.3	-14	2.7
O=C(N/N=C/c1cc([N+](=O)[O-])ccc1Cl)c1cnccn1	1	1.0	1	9	-3	2.2	4	0	-0.8	8	-0.2
COc1ccccc1NC(=O)c1sc2ncn(Cc3cccc4ccccc34)c(=O)c2c1C	8	-0.5	-21	-24	-1	3.1	-5	0	1.0	-5	1.7
Cc1snc(SCC(=O)c2ccc([N+](=O)[O-])cc2)c1C#N	-5	.	-4	13	.	4.5	-13	14	2.8	12	.
COC(=O)C1=C(N)Oc2cc(C)n(Cc3cccnc3)c(=O)c2C1c1cc(OC)ccc1OC (stereo not given)	-2	-0.6	-38	24	.	4.0	11	-1	-2.0	2	2.9
CCN(CC(=O)Nc1ccc(C(=O)OC)cc1)C1CCCCC1	23	2.8	-3	16	-3	5.8	-8	-3	1.2	9	5.2
COc1ccc(S(=O)(=O)N(C)CC(=O)NCc2ccc3c(c2)OCO3)cc1	-2	-2.3	5	-16	12	-3.0	2	-4	-0.3	-1	-2.5
Cc1nn(CC(=O)Nc2ccc3c(c2)nc(CN2CCCCC2)n3C)c(=O)c2ccccc12	-9	-0.5	16	1	-11	1.5	16	8	-3.9	-17	4.3
CCN(CC)C(=O)CSc1nnc(CSc2ncccn2)n1C	-2	-1.2	-11	-8	258	1.9	13	1	-2.4	5	-3.8
CCOc1ccc(CCNC(=O)CS(=O)Cc2nc(-c3ccc(C)cc3)oc2C)cc1OCC (stereo not given)	4	-0.7	-1	2	-12	-0.9	6	-14	-1.3	-10	-0.7
COC(=O)CCC/C=C1\SC[C@@H](NC(=O)c2ccccc2)C1NC(C)=O (stereo not given in full)	1	-1.7	-8	2	1	3.1	-14	0	1.9	-8	4.8
N/C(=N\OC(=O)/C=C/c1ccccc1)c1ccccn1	1	1.6	-2	6	-10	5.8	2	-2	-0.5	6	1.1
CC1CCCN(S(=O)(=O)c2ccc(NC(=O)Cn3nnc(-c4ccccc4F)n3)cc2)C1 (stereo not given)	-2	-1.1	-18	-12	-19	0.8	-38	4	6.7	-16	3.4
COc1ccc(-n2c(SCC(=O)N(C)c3ccccc3)nc3c([nH]c4ccccc43)c2=O)cc1OC	-2	0.5	9	-12	-4	-0.2	8	-4	-2.4	-2	5.4
COc1cc(CN2CCCCCC2)cc(OC)c1O	1	2.1	-23	7	-4	-1.1	11	2	-2.1	-11	6.0
COc1ccc(N2CCN(S(C)(=O)=O)CC2)cc1	-1	-1.4	-1	.	-27	0.5	10	-8	-2.0	-13	3.6
C/C(=N\NC(=O)c1c[nH]c2ccccc12)c1ccc(C)s1	3	-0.2	8	6	19	3.7	21	4	-4.2	18	-3.8
O=C(c1cc(Br)ccc1Cl)N1CCN(c2ccccn2)CC1	9	.	-17	-31	86	1.2	0	9	-0.1	3	.
Cc1nc(NC(=O)c2cccc(-c3cc4ccccc4oc3=O)c2)ccc1Br	2	-0.7	-9	-6	18	2.1	5	0	-0.9	3	-2.9
CCOc1ccc(CN(C)CC(=O)NCc2ccccc2)cc1	1	0.4	13	-1	6	1.4	6	0	-1.1	-3	-1.0
CC(=O)c1cccc(OCCN2C(=O)NC(C)(C)C2=O)c1	0	-2.0	10	-9	-7	3.2	-7	2	1.2	6	0.6
CC1CCCC(NC(=S)NC(=O)c2ccccc2Br)C1C (stereo not given)	8	2.7	4	16	170	2.6	-51	-1	9.0	2	4.6
O=C(COC(=O)c1ccc(Cl)nc1)Nc1ccc(Cl)cc1	-4	.	13	3	.	7.2	8	2	-1.7	1	.
O=C(CSc1ccc(S(=O)(=O)N2CCOCC2)cn1)Nc1ccc(F)c(F)c1	-6	2.1	12	10	65	1.0	10	1	-2.6	-3	3.7
COc1ccccc1C1N(c2ccc(Cl)cc2)C(=O)C2CCCN21 (stereo not given)	10	-1.5	-17	63	22	3.9	13	-6	-2.6	-7	3.0
O=[N+]([O-])c1ccc(-c2nc(Nc3ccc(O)cc3)c3ccccc3n2)cc1	-11	.	11	-5	-19	2.4	-8	-2	1.5	10	.
C=C(C)CSc1nc2nc(C)cc(C)n2n1	9	1.6	-3	-5	10	2.5	17	3	-3.6	-5	1.1
(list continues)
SMILES	Tat transport	E coli growth	HTR5A inv ctr	PfHsp90 set2	Mot1-301 SUMO	phage Ecoli inh	MOR-DOR inv ag	PKA-R1A act	OPRM1-OPRD1 ag	PKA-R2B activ	AddAB inh
CCN1CCN(c2ncnc3scc(-c4ccc(OC)cc4)c23)CC1	-5	0.7	2	-22	6	-2.1	18	4	-4.0	-5	-1.7
Cc1oc(-c2cccs2)nc1CS(=O)CC(=O)NC1CCCCCC1 (stereo not given)	-5	-1.8	-16	-19	1	2.7	-3	-11	0.6	5	-1.3
O=C(O)CN1CCCCCC1=O	-4	-0.7	2	-15	-6	2.9	6	7	-1.2	-4	-0.2
COc1ccc(N2CCN(c3ccc(NC(=O)/C=C\C(=O)O)cc3)CC2)cc1	-3	0.6	-8	2	18	5.3	-3	-5	0.6	-5	0.7
CCn1c(CCn2ccnc2C)n[nH]c1=S	2	2.5	22	-14	1	3.4	11	-3	-2.0	-2	2.0
CCN(CC(=O)NCc1ccc(Cl)cc1)C(=O)COc1cccc(Cl)c1	-2	1.1	0	.	151	0.7	11	-13	-2.1	-5	0.0
CCc1nc(SCC(=O)Nc2c(C)n(C)n(-c3ccccc3)c2=O)n[nH]1	-2	0.0	-2	-1	4	2.4	10	-1	-2.1	-1	0.9
O=C(Nc1ccnn1C1CCN(C2CCCC2)CC1)c1ccccc1	0	-3.4	3	11	9	0.9	-1	-6	0.3	-1	0.4
O=C(CSc1nnc(-c2ccncc2)o1)c1ccc2c(c1)OCCO2	-3	0.6	-13	9	5	3.0	12	-6	-2.1	3	0.5
O=C(COc1ccc(S(=O)(=O)N2CCOCC2)cc1)Nc1ccccc1C(F)(F)F	2	-1.3	8	6	2	1.9	7	1	-1.3	7	-0.4
COc1ccc(-c2noc3c2-c2nc(-c4ccccc4Cl)sc2CC3)cc1	-4	-2.7	0	1	-14	2.8	2	3	-0.4	-7	0.1
